# Bioassay records deposited in PubChem BioAssay by several laboratories.
# CatB block: human cathepsin B inhibitors, primary screen, biochemical, fluorogenic substrate. AID 453, 2006. P07858. purified cathepsin B, fluorescence. inhibition, %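 (tested at 10 µM)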. actives 0.1% (n = 63,000); in the data active means inhibition above about 21%;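 further: 0% = enzyme with no compound and 100% = no enzyme blank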
# CatS inh: inhibitors of human cathepsin S, biochemical, compound mixtures | recombinant cathepsin S, AMC dipeptide fluorescence, pooled mixtures | AID 501, 2006 | inhibition, %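 (tested at 5 µM per compound within 10-compound mixtures)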 | actives 0.06% (n = 62,000) | P25774; in the data active means inhibition above about 32%, passing the limit was not always enough; inconclusive means no clear call, values can overlap the other calls;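 further: 0% = enzyme without compound and 100% = blank without enzyme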
# Target sequence (P25774 115-331 limits assumed): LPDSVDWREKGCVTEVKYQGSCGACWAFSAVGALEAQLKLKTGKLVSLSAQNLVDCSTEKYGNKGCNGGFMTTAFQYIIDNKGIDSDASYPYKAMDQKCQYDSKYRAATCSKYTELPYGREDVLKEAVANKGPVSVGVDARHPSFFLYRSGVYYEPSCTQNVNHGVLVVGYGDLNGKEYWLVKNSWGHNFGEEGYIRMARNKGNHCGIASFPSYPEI
# E coli RNAP: E. coli RNAP inhibitors, biochemical | inhibition, %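 (tested at 10 µM)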 | actives 0.2% (n = 62,000) | E. coli RNA polymerase, fluorescence transcription assay | AID 559, 2006; in the data active means inhibition above about 20%;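 further: 0% = enzyme without compound and 100% = no enzyme blank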
# RORa activator: activators of orphan receptor RORA, primary screen, cell-based, luminescence; actives 1.5% (n = 65,000); CHO-K1 Gal4-RORA LBD luciferase reporter; percent increase over mock-subtracted basal signal; activation, % at 10 µM;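 active means activation above the mean of all tested compounds plus 3 SD, cut at about 49% in these data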;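 further: 0% = DMSO-treated RORA cells and 100% = added signal equal to DMSO minus mock-transfected cells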
# PKA kinase inh: inhibitors of human PKA kinase activity, primary screen, biochemical, ATP-depletion luminescence, Kemptide substrate; cAMP-dependent protein kinase catalytic subunit alpha (Homo sapiens), P17612; actives 0.1% (n = 65,000); PKA Kemptide phosphorylation, Kinase-Glo ATP luminescence; AID 524, 2006; inhibition, % at 6 µM;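 active means inhibition above the screen-wide mean inhibition plus 3 SD, cut at about 21% in these data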; further: many of its hits are not listed in these tables
# AP complement: alternative complement pathway inhibitors, primary screen, biochemical, ELISA, human serum, orthogonally pooled compounds; AID 1235, 2008; LPS-coated ELISA, C3 deposition; tested in compound mixtures; actives 0.08% (n = 62,000); inhibition, % at 5 µM;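 active means inhibition above 30% in each of the two pooled mixtures holding the compound, so the lower value exceeds 30%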;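 further: 0% = serum in Mg-EGTA without compound and 100% = EDTA serum blank; some compounds past the cut are filed as inactive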
#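 Test system: human serum complement alternative pathway, C3 deposition onto LPS / Medium: Mg2+-EGTA GVB++ buffer containing human serum at 1:15 dilution / Probe or stimulus: Plate-bound LPS / Times: 1 h at 37 °C / Signal: ELISA with HRP anti-human C3 antibody, TMB substrate, absorbance 450 nm / Measure: percent inhibition / Repeats: two pool placements per compound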
# JNK3 inh: JNK3 kinase activity inhibitors, primary screen, biochemical, human, purified enzyme; Mitogen-activated protein kinase 10 (Homo sapiens), P53779; HTS; inhibition, % at 8 µM; actives 0.61% (n = 60,000); AID 746, 2007; in the data active means inhibition above about 17%;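 further: 0% = DMSO and 100% = reference inhibitor; many of its hits are not listed in these tables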
# Target sequence (P53779 whole entry, looked up): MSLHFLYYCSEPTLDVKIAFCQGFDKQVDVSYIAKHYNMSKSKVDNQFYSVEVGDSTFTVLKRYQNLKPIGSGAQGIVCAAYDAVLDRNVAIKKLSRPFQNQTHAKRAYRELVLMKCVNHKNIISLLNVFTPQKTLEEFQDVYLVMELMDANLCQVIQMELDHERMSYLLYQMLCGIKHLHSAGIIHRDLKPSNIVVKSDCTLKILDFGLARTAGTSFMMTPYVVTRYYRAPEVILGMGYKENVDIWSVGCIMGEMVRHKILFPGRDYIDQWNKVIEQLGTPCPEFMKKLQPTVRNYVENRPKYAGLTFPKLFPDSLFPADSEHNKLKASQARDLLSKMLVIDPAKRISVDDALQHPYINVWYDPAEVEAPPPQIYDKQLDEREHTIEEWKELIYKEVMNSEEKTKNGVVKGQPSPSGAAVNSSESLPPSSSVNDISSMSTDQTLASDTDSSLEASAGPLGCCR
# CatB mixtures: cathepsin B inhibitors from pooled compounds, primary screen, biochemical, compound mixtures, AMC fluorescence; actives 0.06% (n = 62,000); AID 488, 2006; inhibition, %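 (ten-compound pools at 5 µM per compound and 50 µM total)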; Purified cathepsin B, AMC dipeptide fluorescence; in the data active means inhibition above about 22%, passing the limit was not always enough; inconclusive means no clear call, values can overlap the other calls;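 further: 0% = enzyme without compound and 100% = no enzyme blank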
# ROCK2 blocker: inhibitors of human ROCK2 kinase, primary screen, biochemical, high-throughput, luminescence; Rho-associated protein kinase 2 (Homo sapiens), O75116; purified ROCK2, Kinase-Glo ATP depletion luminescence; inhibition, % at 6 µM; actives 0.35% (n = 60,000); AID 604, 2007;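 active means inhibition above the screen-wide mean inhibition plus 3 SD, cut at about 18% in these data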;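 further: plate controls were DMSO wells for no effect and Y-27632 control wells after no-enzyme background subtraction for full effect; many of its hits are not listed in these tables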
# An asterisk follows results filed as active; u = inconclusive; x = no result given. Some of the compounds tested, so the mix of outcomes need not match the whole.
SMILES,CatB block,CatS inh,E coli RNAP,RORa activator,PKA kinase inh,AP complement,JNK3 inh,CatB mixtures,ROCK2 blocker
CCN1CCN(c2cc(C)c3cc(NC(=O)c4cnccn4)ccc3n2)CC1,0,-2,6,6,9,17,-5,6,4
CCN1CCN(C(=O)c2nn(-c3ccc(OC)cc3)c(=O)c3c2c2ccccc2n3C)CC1,1,3,-2,-24,0,-3,1,-1,-2
COc1ccc(C(=O)Nc2cc3c(cc2C#N)OCO3)cc1S(=O)(=O)NCc1ccco1,10,16,7,-8,6,8,-5,7,-1
CC(C)COc1ccc(-c2nnc(-c3ccco3)o2)cc1,4,1,5,-26,3,5,5,-6,0
N#Cc1nc(COc2ccc(F)cc2)oc1N1CCC(Cc2ccccc2)CC1,x,x,x,4,10,x,-2,x,6
O=C(NCC(=O)N(CC1CCCO1)C(C(=O)NC1CCCC1)c1ccc(F)cc1)c1ccco1 (stereo not given),6,11,6,0,6,-15,2,7,2
CS(=O)(=O)N1CCN(C(=O)CCC2CCCC2)CC1,-2,3,0,-24,4,18,-4,0,5
COc1ccc(OC)c2sc(NC(=O)C3COc4ccccc4O3)nc12 (stereo not given),3,4,5,-13,5,12,4,3,-3
CCOC(=O)C(C)n1cnc2c(nnn2Cc2ccc(C)cc2)c1=O (stereo not given),-3,13,13,-12,13,4,2,5,-1
Cc1nc2ccc(NC(=O)N3CCN(c4ccccn4)CC3)cc2s1,1,9,8,-7,8,5,3,-4,5
CCOC(=O)c1[nH]cc(-c2ccccc2)c1N1CCOCC1,3,-11,7,-14,5,7,12,0,7
COC(=O)c1ccccc1NC(=O)c1noc2c1CC(C(C)(C)C)CC2 (stereo not given),5,-12,-2,-8,2,10,-1,-11,4
O=C(Nc1nnc(-c2ccco2)s1)C1CCN(S(=O)(=O)c2ccc(Cl)cc2)CC1,2,-1,-2,4,15,-31,6,-1,2
COc1cc(C(=O)Nc2nc3ccccc3[nH]2)cc(OC)c1OC,9,5,0,-10,4,9,9,4,2
CC1Cc2nc(SCC(=O)NCc3ccco3)n(Cc3ccccc3)c(=O)c2S1 (stereo not given),0,-4,4,-8,-2,12,-5,0,2
O=S(=O)(NC1CCCC1)c1ccc(S(=O)(=O)NC2CCCC2)cc1,4,19,6,-1,3,0,-2,4,3
CC(C)c1nnc(NC(=O)c2c(O)c3cccc4c3n(c2=O)CCC4)s1,2,-15,-3,-7,-9,-13,-2,-12,4
CC/C(=C\C(=O)c1ccncc1)Nc1ccc(O)cc1,3,7,3,-5,-5,-3,-1,-1,-2
O=C(CSc1ncn(-c2ccccc2)n1)Nc1ccc2c(c1)OCO2,6,-5,6,-7,1,12,3,3,2
COc1ccc(Nc2ncnc3c2cnn3-c2ccccc2)cc1OC,0,-15,3,-6,7,12,6,-6,6
NC(=O)c1cccn1Cc1ccccc1Cl,5,-3,5,9,6,4,x,0,x
N#Cc1nc(-c2ccc(OCc3ccccc3Cl)cc2)oc1NCCCn1ccnc1,1,0,7,-7,2,8,6,1,9
Cc1ccc(-c2nc3cc(C)ccc3o2)cc1,0,-1,11,-28,8,10,2,2,5
CCOC(=O)CNS(=O)(=O)c1c(C)noc1C,2,9,5,-13,-4,-3,-3,1,-2
Cc1cc(N)n(-c2ccccc2)n1,11,-2,3,x,x,9,x,0,x
COC(=O)CSc1nc2nc(C)cc(C)n2n1,4,11,7,8,8,14,6,6,6
CCC(C(=O)N1CCc2ccccc2C1)n1nc(C)n2c(cc3occc32)c1=O (stereo not given),-4,3,4,-3,6,20,5,6,4
CCc1nc(Nc2ccncc2)c2oc3ccccc3c2n1,1,5,-3,-8,-4,12,6,-1,-1
CCOc1cccc(Oc2ccc(C(F)(F)F)cn2)c1,1,-6,2,-2,-8,5,-2,-1,-3
O=P(c1ccccc1)(c1ccccc1)C1CCCO1 (stereo not given),2,12,8,-3,0,-4,-3,-1,5

# The final 2 entries of the section before are carried over, then new ones follow:
SMILES,CatB block,CatS inh,E coli RNAP,RORa activator,PKA kinase inh,AP complement,JNK3 inh,CatB mixtures,ROCK2 blocker
CCOc1cccc(Oc2ccc(C(F)(F)F)cn2)c1,1,-6,2,-2,-8,5,-2,-1,-3
O=P(c1ccccc1)(c1ccccc1)C1CCCO1 (stereo not given),2,12,8,-3,0,-4,-3,-1,5
CC(=O)c1cn(CC(=O)NCc2cccnc2)c2ccccc12,1,4,8,14,-2,0,3,-1,-3
Cc1ccc(-n2ncc3c2ncn2c(C)nnc32)cc1C,1,12,11,60*,-2,1,1,-3,6
CCCN(Cc1cc2cc(C)ccc2[nH]c1=O)C(=O)c1cccc(OC)c1,3,u,11,6,3,3,6,6,8
COC(=O)Nc1nc2ccc(Sc3ccccc3)cc2[nH]1,5,12,10,18,-1,-8,3,5,5
O=c1/c(=C/c2ccc(CNS(=O)(=O)c3ccccc3)o2)sc2n1CCN=2,2,0,3,-18,11,3,-2,3,4
CC(NC(=O)Nc1ccccc1)c1ccccc1 (stereo not given),-1,16,5,x,x,2,x,1,x
Cc1ccc(C(=O)C(NC(=O)c2ccco2)N2CCOCC2)cc1 (stereo not given),5,-4,3,14,-2,14,x,0,x
CCOc1cccc(/C(O)=C2/C(=O)C(=O)N(CCN3CCOCC3)C2c2cccnc2)c1 (stereo not given),1,-2,8,-4,5,13,x,-9,x
CCCCOc1ccc(S(=O)(=O)Nc2cccnc2)cc1,3,-3,1,-39,7,11,-3,5,8
Cn1c(C(=O)OCC(=O)NCC2CCCO2)cc2sccc21 (stereo not given),-1,-14,9,4,9,7,-1,-1,1
CCOC(=O)N1CCN(CC(=O)Nc2cc(C)nn2-c2nc3ccccc3s2)CC1,-3,-1,-14,-5,7,28,x,-3,x
CCn1c(N)nc2c1c(=O)n(C)c(=O)n2C,2,-3,8,5,11,15,-1,2,5
CCOC(=O)CSc1nc2c(sc3ccccc32)c(=O)n1CCCN1CCOCC1,2,2,-2,-2,6,15,24*,0,0
COc1ccccc1N1CCN(C(=O)N2CCOCC2)CC1,1,-33,6,2,2,3,-1,5,8
CCCCC(CC)CNC(=O)c1cccs1 (stereo not given),-3,-18,3,-15,-4,22,-4,-8,-4

# One compound at a time, as listed above.
# CCOC(=O)CSc1nc2c(sc3ccccc32)c(=O)n1CCCN1CCOCC1 in the list: CatB block = 2; CatS inh = 2; E coli RNAP = -2; RORa activator = -2; PKA kinase inh = 6; AP complement = 15; JNK3 inh = 24*; CatB mixtures = 0; ROCK2 blocker = 0
# Cn1c(C(=O)OCC(=O)NCC2CCCO2)cc2sccc21 (stereo not given) in the list: CatB block = -1; CatS inh = -14; E coli RNAP = 9; RORa activator = 4; PKA kinase inh = 9; AP complement = 7; JNK3 inh = -1; CatB mixtures = -1; ROCK2 blocker = 1

# Additional records:
SMILES,CatB block,CatS inh,E coli RNAP,RORa activator,PKA kinase inh,AP complement,JNK3 inh,CatB mixtures,ROCK2 blocker
CC(=O)Oc1ccc(NC(=O)CSc2ccccc2)cc1,-2,-3,5,-18,4,17,3,3,3
Cc1cccn2c(=O)c3cc(C(=O)NCc4ccco4)c(=N)n(CCc4ccccc4)c3nc12,-6,14,-29,13,-2,10,1,-6,-2
CCSc1oc(-c2ccccc2)nc1S(=O)(=O)c1ccccc1,0,-6,6,-28,8,10,0,-2,4
COCCNC(=O)C(c1ccco1)N(C(=O)Cn1nnc2ccccc21)c1ccc(C)cc1C (stereo not given),-2,-3,5,-21,1,9,3,8,4
N#CC1=C(N)Oc2n[nH]c(-c3ccc(F)cc3)c2C1c1ccncc1 (stereo not given),-1,-2,0,6,4,12,5,4,5
Cc1ccc(S(=O)(=O)N2CC3(C)CN(S(=O)(=O)c4ccc(C)cc4)CC(C)(C2)C3O)cc1 (stereo not given),0,5,5,0,6,10,9,2,3
CCCn1nc(Oc2nc(SC)nc(N(C)C)n2)ccc1=O,8,x,x,13,-1,x,4,x,0
O=C(Cn1nc(Cl)nc1Cl)c1ccc2c(c1)OCCO2,10,16,8,14,2,3,-8,1,5
Cc1nnc(C)n1/N=C/c1cc(Br)cc(Br)c1O,-3,15,9,-14,6,7,2,4,5
CCC(C)N(C)Cc1cccc(C2(O)CCN(S(=O)(=O)c3ccc(F)cc3)CC2)c1 (stereo not given),-1,-5,10,8,6,12,4,-1,3
CC1=C(C#N)C(=O)OC(C)(C)C1,3,x,-5,25,7,x,9,x,-5
COC(=O)CCC(=O)Nc1ccc(NC(=O)CCC(=O)OC)cc1,2,0,10,16,8,8,-4,3,4
O=C(CCCCCN1C(=O)C2C3C=CC(C3)C2C1=O)Nc1nccs1 (stereo not given),1,18,10,-4,0,9,6,6,1
O=C(c1cc2ccccc2oc1=O)N1CCN(Cc2ccc3c(c2)OCO3)CC1,1,2,5,-8,9,9,-1,-4,8
CC(C)CC(=O)Nc1cccc(-c2nc3ccccc3o2)c1,0,1,-1,-8,2,-8,8,2,-4
CCOc1ccc(CCNC(=O)CN(C)S(=O)(=O)c2cccc3nsnc23)cc1OCC,1,-15,-1,4,2,17,-1,-7,2
CC1CCCCN1C(=O)C12CCC(C)(C(=O)C1)C2(C)C (stereo not given),7,8,4,-4,5,-21,-1,3,5
c1ccc(-c2nnc(CSc3nnc(-c4ccncc4)n3Cc3ccco3)o2)cc1,0,10,11,-15,-6,9,6,3,-2
c1ccc(Cn2c(CSc3nnnn3-c3ccccc3)nc3ccccc32)cc1,-1,-3,5,-1,0,7,-1,9,4
Cn1c(=O)c(=O)n(C)c2cc(S(=O)(=O)N3CCCCCC3)ccc21,-8,-5,1,-23,-1,10,0,46*,4
Cc1ccc(CCNC(=O)CCNS(=O)(=O)c2ccc3c(c2)c(=O)n(C)c(=O)n3C)cc1,1,10,5,-16,6,3,4,8,6
CCN(CC)S(=O)(=O)c1ccc(C(=O)Nc2nnc(C(C)C)s2)cc1,3,-4,5,-16,7,10,0,1,3
COc1cc(S(=O)(=O)N2CCN=C2c2ccccc2)ccc1F,3,3,8,14,14,6,4,24,8
OCCN(Cc1ccccc1)Cc1cccc(C(F)(F)F)c1,x,2,3,-5,5,18,1,7,12
Cc1cc(C)c2c(n1)nn1c(N3CCOCC3)cc(C)nc21,-5,-2,-18,30,9,1,3,-4,7
CCOC(=O)N1CCC(n2c(SCC(=O)NCc3ccccc3)nc3ccccc3c2=O)CC1,-1,-2,1,-4,7,15,x,3,x
CCn1c(CC(=O)Nc2cccc(OC)c2)nnc1SCC(=O)Nc1nccs1,-2,10,6,-13,4,-7,5,3,6
CSc1nn(CCc2ccncc2)c(=S)s1,-4,12,2,21,4,14,5,2,10
CC1CCC(NC(=O)C2(C)CCC(=O)N2Cc2cccnc2)CC1 (stereo not given),2,5,10,-3,5,-3,1,2,-4
CCN(CC)CCNC(=O)CCn1c(=S)[nH]c2cc3c(cc2c1=O)OCO3,1,-8,5,-8,0,10,x,-7,x
CCc1nnc(NC(=O)COC(=O)CN2C(=O)c3ccccc3C2=O)s1,2,8,4,10,-1,2,x,5,x
O=C(O)c1ccc(NC(=O)C2(c3ccccc3)CCOCC2)cc1,0,16,x,-7,-6,2,0,-1,0
CCOc1cc(N2CCOCC2)c(OCC)cc1NC(=O)Cc1ccc(OC)c(OC)c1,3,-1,7,-11,-2,1,-4,4,-1
